# Screening results deposited in PubChem by National Center for Advancing Translational Sciences (NCATS).
# N370S GC = N370S glucocerebrosidase modulation, Gaucher chaperone candidate | P04062 | N370S GC spleen homogenate, 4MU-glucoside fluorescence | Potency, µM (highest dose often 59.4 µM), for the others: top-dose activity change, negative = inhibition, hits mostly inhibitors | 330,000 compounds, 0.092% hits | AID 2101;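 note: 0% = full enzyme activity and -100% = no enzyme basal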
# GCN5L2 inh = inhibitors of human GCN5L2 histone acetyltransferase; 390,000 compounds, 0.21% hits; GCN5L2 HAT assay, ThioGlo1 CoA-SH fluorescence; Q92830; Potency, µM (highest dose often 58.9 µM), for the others: top-dose activity change, negative = inhibition, most hits filed as inhibitors
#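 GCN5L2 (20 nM) in 50mM HEPES pH 7.5, 0.1mM EDTA, 0.01% Tween-20 preincubated 15 min with compounds at room temperature. Reaction started with H3(1-25) 75uM, acetyl-CoA 70uM, ThioGlo1 50uM; CoA-thiol fluorescence (Ex340/Em540) read at 0 and 20 min.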
# FEN1 inh = human FEN1 inhibition; P39748; Potency, µM (top dose mostly 114 µM), for the others: at the top dose activity change, negative = inhibition, actives largely listed as inhibitors; Recombinant FEN1 flap cleavage, fluorescence, 15 min; 390,000 compounds, 0.35% hits; note: nearly all actives have a fitted effect of over 65% in size
# Target sequence (P39748 whole entry, looked up): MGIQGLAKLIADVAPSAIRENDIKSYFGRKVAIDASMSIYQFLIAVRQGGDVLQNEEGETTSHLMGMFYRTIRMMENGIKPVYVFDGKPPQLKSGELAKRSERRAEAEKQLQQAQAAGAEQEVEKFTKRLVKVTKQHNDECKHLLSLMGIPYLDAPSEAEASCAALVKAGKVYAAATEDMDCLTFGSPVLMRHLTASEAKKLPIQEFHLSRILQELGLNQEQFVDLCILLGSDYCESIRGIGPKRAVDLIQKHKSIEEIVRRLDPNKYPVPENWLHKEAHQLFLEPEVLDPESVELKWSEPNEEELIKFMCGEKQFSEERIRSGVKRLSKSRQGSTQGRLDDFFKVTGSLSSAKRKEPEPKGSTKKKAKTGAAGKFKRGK
#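 Reaction started by adding substrate (50 nM final) to 10 nM enzyme after 15 min room-temperature compound preincubation. Reads at 0 and 15 min, with data normalized and fitted to a four-parameter Hill equation.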
# The depositor's hits bear a star; ? = inconclusive; . = no result given; & = joins results of further samples; [ ] = dose if it differs, or a comment. Calls come from the whole dose curve; as a rule, active = well fitted curve in the direction sought with a large enough effect; inconclusive = small, poorly fitted or top-dose-only effect, or another doubt; inactive = no such curve, though single readings can be large; an effect the other way counts as inactive or inconclusive. Unless noted, % is set by controls: 0 for no effect and ±100 for the full control effect; potency is the fitted concentration of half-maximal effect.
# Below each SMILES – N370S GC	FEN1 inh	GCN5L2 inh
COc1ccc(Cl)cc1C(=O)Nc1ccccc1N1CCCCC1
  13%	8%	-14%
CC(=O)Nc1cccc(NC(=O)COC(=O)C2CC3CCCC(C2)C3=O)c1 (stereo not drawn)
  -11%	-5%	-20%
N#CC(C#N)=C1C=C2C=C(N3CCCCCC3)CCC2CC1 (stereo not drawn)
  17%	?	-8%
Cc1c(NC(=O)C2CCCN2S(=O)(=O)c2cccc3nsnc23)cccc1C(=O)O (stereo not drawn)
  4%	17%	-5%
COc1ccc(NC(=O)NC(=O)c2ccccc2)cc1
  0%	-17%	-16%
Fc1ccc(-n2cc(-c3ccccc3)c3c(=S)nc[nH]c32)cc1
  28%	-12%	-8%
CCNc1c(NC(=O)C2CCC(C)CC2)c(=O)oc2ccccc12 (stereo not drawn)
  -2%	-9%	0%
COc1ccccc1NC(=O)CN1C(=O)COc2ccc(S(=O)(=O)N3CCCCCC3)cc21
  -2%	16%	-16%
O=C(N/N=C/c1cccc(OC(=O)c2ccc3c(c2)OCO3)c1)c1cncc(Br)c1
  11%	0%	46%[activator]
COc1cc(NC(=O)C2CCCN2S(=O)(=O)c2ccc3c(c2)CC(C)N3C(C)=O)cc(OC)c1 (stereo not drawn)
  -7%	-5%	-5%
CCSc1nnc(NC(=O)COc2ccc3ccccc3c2)s1
  -5%[12.8 µM]	-3%	?
O=C1NC(=Nc2ccccc2)SC1Cc1ccccc1 (stereo not drawn)
  -10%	5%	-9%
Cc1ccc(S(=O)(=O)N2CCC(N3CCN(C)CC3)CC2)cc1Cl
  -3%	4%	-2%
Cc1ccn2c(=O)nc(SCC(=O)NC3CCCC3)nc2c1
  2%	-5%	-4%
Cn1c(=O)[nH]c(=O)c2c1nc(CN1CCN(c3ccc(F)cc3)CC1)n2CCN1CCOCC1
  7%	10%	-2%
CC1CC(NC(=O)c2c(O)nc3sccn3c2=O)CC(C)(C)C1 (stereo not drawn)
  -1%	-22%	-2%
CN(CCn1ccnc1)Cc1cn(-c2ccccc2)nc1-c1ccc2c(c1)OCO2
  -10%	0%	-26%
COc1cc(OC)c2c(-c3ccccc3)cc(=O)oc2c1C(CC(=O)N1CCCC1)c1ccc(N(C)C)cc1 (stereo not drawn)
  ?	-24%	.
CC(C)(C)Nc1nc(NN)nc(NC(C)(C)C)n1
  -10%	-15%	1%
O=C(NCCc1ccc(F)cc1)c1cc2ccccc2oc1=O
  -10%	9%	0%
COc1ccc(-c2c[n+](CC(=O)OC3CC(C)CCC3C(C)C)c3n2CCC3)cc1 (stereo not drawn)
  -14%	-8%	-7%
COc1ccc(CN2CCNC(=O)C2CC(=O)NCCc2nc(C)c(C)s2)cc1C (stereo not drawn)
  -4%	-5%	-5%
O=C(CSc1nnc(NC(=O)c2cc(Br)ccc2Cl)s1)NCC1CCCO1 (stereo not drawn)
  0%	18%	-16%
O=C(CN1CCN(Cc2ccccc2)CC1)NC(c1ccccc1)c1ccccc1
  -22%	-22%	9%
COc1cc(C(=O)Nc2cccc(NC(=O)c3cccs3)c2)cc(OC)c1OC
  -20%	-1%	-2%
Cc1ccc(S(=O)(=O)c2nnn(CC(=O)Nc3ccccc3C)c2N)cc1
  .	-12%	-3%
COc1ccccc1NC(=O)C1=C(C)Nc2nc(SCc3cc(C)ccc3C)nn2C1c1ccccc1 (stereo not drawn)
  .	19%	-3%
CN(C)c1ccc(-c2nnn(Cc3ccccc3Br)n2)cc1
  ?	-20%	-10%
Cc1cccc(-n2c(CCN3C(=O)c4ccccc4C3=O)nc3ccccc3c2=O)n1
  6%	-4%	-30%
CCOc1cc(C#N)c(NC(=O)Cn2nnc(-c3ccc(C)cc3)n2)cc1OCC
  .	-3%	-1%
COC(=O)c1ccc2c(c1)N(Cc1cc(C)ccc1C)C(=O)c1ccccc1S2=O (stereo not drawn)
  -1%	.	0%
Cn1c(=NC(=O)c2ccc3c(c2)OCCO3)sc2cc(S(C)(=O)=O)ccc21
  -14%	7%&-1%	-1%&-10%
O=C(c1ccccc1)N(c1ccccc1)C1C=CS(=O)(=O)C1 (stereo not drawn)
  2%	-2%	0%
Cn1c(SCC(=O)N2CCCc3ccccc32)nnc1-c1ccco1
  1%	1%	2%
O=C(COc1ccc(Cl)cc1)NCCCNC(=O)c1ccccn1
  -1%	4%	-4%
COc1cccc(N=C2C(=O)N3CCCc4cccc2c43)c1
  -3%	-8%	-9%
O=[N+]([O-])c1ccc(CSC2=NCCN2)cc1
  -11%	4%	-20%
O=C(O)C1=C[C@H](c2coc3ccccc3c2=O)C[C@H](OCc2ccc(CO)cc2)O1
  11%	32%	0%
Cc1ccc(Nc2cc(C(=O)NC3CCCC3)c3ccccc3n2)c(C)c1
  .	-4%	4%
CC(NS(=O)(=O)c1ccccc1)C(N)=O (stereo not drawn)
  3%	-13%	0%

# Whole records, looked up by structure:
# Entry for Cc1ccc(Nc2cc(C(=O)NC3CCCC3)c3ccccc3n2)c(C)c1 → N370S GC = .; FEN1 inh = -4%; GCN5L2 inh = 4%
# Entry for COc1ccc(Cl)cc1C(=O)Nc1ccccc1N1CCCCC1 → N370S GC = 13%; FEN1 inh = 8%; GCN5L2 inh = -14%
# Entry for O=C(O)C1=C[C@H](c2coc3ccccc3c2=O)C[C@H](OCc2ccc(CO)cc2)O1 → N370S GC = 11%; FEN1 inh = 32%; GCN5L2 inh = 0%

# Next records follow:
# Below each SMILES – N370S GC	FEN1 inh	GCN5L2 inh
Cc1ccc(C)c(S(=O)(=O)NC(CC(C)C)C(=O)O)c1 (stereo not drawn)
  -3%	3%	-3%
Cc1cc(Cl)c(S(=O)(=O)Nc2ccc(S(=O)(=O)N3CCOCC3)cc2)cc1OCC(N)=O
  -4%	1%	-24%
O=C(O)CCN1CCN(S(=O)(=O)c2ccc3ccccc3c2)CC1
  -1%	-14%	-5%
CN(CC(=O)NC(=O)NCc1ccccc1)Cc1cccc(Cl)c1Cl
  3%	0%	-3%
O=C(Nc1nc2ccccc2s1)C1=NN(c2ccccc2)C(=O)CC1
  4%	-2%	-1%
Cc1onc(-c2ccccc2)c1C(=O)N1CCN(c2ccccc2F)CC1
  -22%	-10%	-3%
CCOc1ccc(NC(=S)c2ccc3ccccc3n2)cc1
  4%	0%	-15%
Cc1cc(C)nc(NC2=NC3CCCCC3N2)n1 (stereo not drawn)
  -2%	-6%	4%
CCOC(=O)c1cc(NC(=O)c2ccccc2)c(=O)n2c1oc1ccccc12
  5%	8%	3%
Cc1ccc2c(c1)-c1onc(C(=O)N(C)c3ccc(F)cc3)c1CO2
  .	-20%	-18%
CCCC(=O)Nc1ccc(Cl)c(NC(=S)NC(=O)C(C)C)c1
  -4%	18%	-7%
CCOn1c(=O)c(-c2ccc(F)cc2)[n+]([O-])c2ccccc21
  2%	-4%	6%
CCCc1cc(=O)oc2c(C)c3c(cc12)CN(CCc1ccc(Cl)cc1)CO3
  .	-9%	-13%
CO/N=C(\Cn1ncc(N2CCOCC2)c(Br)c1=O)c1ccc(Cl)cc1
  -2%	-10%	-7%
Cc1ccccc1CNc1ccc(C(CC(N)=O)NC(=O)c2ccccc2)cc1[N+](=O)[O-] (stereo not drawn)
  10%	14%	14%
O/N=C/c1cn(-c2ccccc2)nc1-c1cccnc1
  6%	1%	-3%
O=C1CCCC/C1=C/NCc1ccc(F)cc1
  0%	19%	2%
COc1ccccc1CN1CCN(S(=O)(=O)c2ccccc2)CC1
  2%	-3%	3%
CCOP(=O)(c1ccccc1)C(O)c1ccc(Br)cc1 (stereo not drawn)
  3%	-1%	-1%
CS(=O)(=O)N1CCC(C(=O)Nc2cc(C(F)(F)F)ccc2Cl)CC1
  -3%	-11%	0%
O=c1oc2ccccc2n1Cc1ccccc1
  10%	6%	-9%
O=C(COc1ncnc2ccc(Br)cc12)NC1CCCC1
  .	13%	-3%
Cn1c(=O)c2cc(C(=O)N3CCN(c4cccc(C(F)(F)F)c4)CC3)sc2c2ccccc21
  .	-16%	-7%
Cc1[nH]nc(SCC(=O)Nc2ccc(C#N)cc2)c1[N+](=O)[O-]
  0%	5%	2%
COc1ccc(Cn2cc(C(=O)c3ccc(Cl)cc3)c(=O)c3cc4c(cc32)OCO4)cc1
  .	-19%	-11%
COc1ccc(CCN=C(N)NS(=O)(=O)c2cc(F)ccc2F)cc1
  -1%	0%	?
CCCCOC(=O)c1[nH]c(C)c(C(=O)OC)c1C
  6%	-5%	-9%
CCn1c(SCC(=O)Nc2c(C#N)cnn2-c2ccccc2)nnc1-c1cccs1
  3%	4%	4%
CCC(COC(=O)Nc1cccc(C)c1C)NC(=O)OCC(C)C (stereo not drawn)
  -1%	-11%	?
COCCCNC(=O)Cn1c(=O)n(CCCCCC(=O)NCc2ccc3c(c2)OCO3)c(=O)c2sccc21
  6%	5%	-1%
Cc1ccc(N(CN2C(=O)c3ccccc3C2=O)C(=O)c2ccc([N+](=O)[O-])cc2[N+](=O)[O-])cc1
  -4%	-17%	-5%
COc1ccc2c(c1)c1c(c(=O)n(-c3ccc(F)c(Cl)c3)c(=O)n1CC(N)=O)n2C
  .	3%	-8%
Cc1cc(C)cc(OCC(=O)Nc2ccc(-n3cnnn3)cc2)c1
  .	-1%	-9%
Cc1noc(C)c1-c1nccc(NCCN2CCOCC2)n1
  5%	.	-2%
COc1ccc(NC2=CC(=O)N(C)C2=O)cc1
  -20%	1%	-2%
CNS(=O)(=O)c1cccc(C(=O)NNC(=O)c2ccc(COc3ccccc3)cc2)c1
  -6%	1%	0%
COc1ccc(-c2cc(N)n(CCC#N)n2)c(OC)c1
  7%	-5%	-3%
CC(C)(O)c1cc2ccc(C#CCCN3C(=O)c4ccccc4C3=O)cc2c(=O)o1
  .	14%	1%
COc1ccc(C2N(c3cc(C)on3)C(=O)C3CCCN32)cc1OC (stereo not drawn)
  4%	-7%	?
CSc1nc2oc3c(c2c2nncn12)CC(C)(C)SC3
  ?	4%	4%
COC(=O)N/N=C/c1cn(CCOc2ccccc2)c2ccccc12
  -1%	-13%	-11%
CN(C)C(CNC(=O)CNC(=O)c1ccc2ccccc2c1)c1ccccc1 (stereo not drawn)
  -7%	1%	-6%
O=C(COC(=O)CCc1nc2ccccc2c(=O)[nH]1)Nc1c(Cl)cccc1C(F)(F)F
  0%	6%	-7%
Cc1cccc(Cn2c(SCc3ccc(C(=O)NCCc4ccccc4)cc3)nc3ccncc32)c1
  .	-5%	-5%
Cc1cc(C)c2nc(N(CCN(C)C)C(=O)c3ccc(S(=O)(=O)N(C)CC4CCCO4)cc3)sc2c1 (stereo not drawn)
  -25%	4%	1%
O=C(CCl)N1c2ccccc2OCC1c1ccccc1 (stereo not drawn)
  5%	-1%	26%
Cc1ccc(O)c(NC(=O)CSc2ccc(Cl)cc2)c1
  -9%	15%	-5%
CC(=O)NS(=O)(=O)c1ccc(N=NN2CCOCC2)cc1
  -1%	-1%	-3%
COc1cccc(C(=O)N2c3cc(C)ccc3C(C)(c3ccccc3)CC2(C)C)c1 (stereo not drawn)
  .	3%	-1%
Cc1ccccc1-c1nc2c(s1)CCc1onc(-c3cccc([N+](=O)[O-])c3)c1-2
  1%	-16%	-1%
COc1ccc(S(=O)(=O)N(CC(=O)Nc2cc(Cl)ccc2C)Cc2ccccc2)cc1OC
  .	3%	-7%
COc1ccc(-c2cc(C(F)(F)F)nc(SCCC(=O)Nc3c(C)cccc3C)n2)cc1
  .	6%	1%
CCCN(CCC)C(=O)Cn1c(=O)n(-c2ccc(Cl)cc2)c(=O)c2c3c(sc21)CCCCC3
  .	6%	1%

# Structural class, the entries above with a furan ring, fused or not (two)
# Below each SMILES – N370S GC	FEN1 inh	GCN5L2 inh
Cn1c(SCC(=O)N2CCCc3ccccc32)nnc1-c1ccco1
  1%	1%	2%
CSc1nc2oc3c(c2c2nncn12)CC(C)(C)SC3
  ?	4%	4%
